Compound activity (PubChem)
KB-V1 cytotox – KB-V1 MDR subline cytotoxicity | KB-V1 MDR cells viability, CellTiter-Glo, 72 h | Potency, µM (top dose mostly 46.1 µM), inactives show at the top dose activity change, negative = cytotoxicity, actives largely listed as cytotoxic | 3.4% of 400,000 active; further: potency means the concentration at half of the fitted maximal effect; on the % scale 0 is the no-effect control and ±100 the full control effect; nearly all actives have a fitted effect of over 60% in size
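In this primary screen, KB-V1 cells overexpressing P-gp are incubated with library compounds (lowest to highest concentration) for 72 h at 37 degrees C before a luminescent ATP viability read.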
DRD3 antagonist – antagonists of human D3 dopamine receptor; 2.5% of 360,000 active; P35462; D3R cells, DiscoveRx beta-arrestin luminescence, antagonist mode; stronger effect = lower value; max response, negative = inhibition, %; in the data active means max response below about -50%; inconclusive means no clear call, values can overlap the other calls; further: on the % scale 0 is the no-effect control and ±100 the full control effect; mostly tested at two doses, the higher about 12 µM
Target sequence (P35462 whole entry, looked up): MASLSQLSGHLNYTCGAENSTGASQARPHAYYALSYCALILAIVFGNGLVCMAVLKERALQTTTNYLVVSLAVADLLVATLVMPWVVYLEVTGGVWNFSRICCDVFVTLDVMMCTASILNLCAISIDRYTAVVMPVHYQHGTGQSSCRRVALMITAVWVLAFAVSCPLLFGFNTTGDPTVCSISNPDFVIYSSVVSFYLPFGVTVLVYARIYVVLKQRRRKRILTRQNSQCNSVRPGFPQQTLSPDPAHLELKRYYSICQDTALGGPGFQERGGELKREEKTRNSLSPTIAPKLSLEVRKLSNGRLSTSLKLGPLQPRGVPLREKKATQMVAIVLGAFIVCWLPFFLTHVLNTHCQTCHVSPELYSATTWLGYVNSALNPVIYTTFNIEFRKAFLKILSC
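Cells expressing the human receptor were seeded at 1500 cells/well, incubated overnight at 37 degrees C in 5% CO2, then exposed to library compounds with dopamine controls for 90 minutes at 37 degrees C before luminescent detection.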
KB-3-1 tox – kills parental KB-3-1 adenocarcinoma cells; KB-3-1 viability, CellTiter-Glo ATP luminescence, 72 h; Potency, µM (titrated, usually from 46.1 µM), inactives show top-dose activity change, negative = cytotoxic, actives largely listed as cytotoxic; 1.4% of 400,000 active; AID 1347075; further: potency means the concentration at half of the fitted maximal effect; on the % scale 0 is the no-effect control and ±100 the full control effect; nearly all actives have a fitted effect of over 60% in size
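Here the drug-naive KB-3-1 line serves as comparator for MDR sub-line selectivity; cells received compound titrations, 72 h at 37 °C, then CellTiter-Glo readout.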
GLP-1R agonist – GLP-1 receptor (human) agonism. P43220. HEK293 GLP-1R CRE-luciferase, luminescence, 4-6 h; cells express a hypersensitive GLP-1R form. Potency, µM (top dose mostly 45.6 µM), without a hit: at the highest dose activation, most hits filed as activators. 0.007% of 380,000 active. AID 624172; further: potency means the concentration at half of the fitted maximal effect; % of control where 0% means no effect
Target sequence (P43220 whole entry, looked up): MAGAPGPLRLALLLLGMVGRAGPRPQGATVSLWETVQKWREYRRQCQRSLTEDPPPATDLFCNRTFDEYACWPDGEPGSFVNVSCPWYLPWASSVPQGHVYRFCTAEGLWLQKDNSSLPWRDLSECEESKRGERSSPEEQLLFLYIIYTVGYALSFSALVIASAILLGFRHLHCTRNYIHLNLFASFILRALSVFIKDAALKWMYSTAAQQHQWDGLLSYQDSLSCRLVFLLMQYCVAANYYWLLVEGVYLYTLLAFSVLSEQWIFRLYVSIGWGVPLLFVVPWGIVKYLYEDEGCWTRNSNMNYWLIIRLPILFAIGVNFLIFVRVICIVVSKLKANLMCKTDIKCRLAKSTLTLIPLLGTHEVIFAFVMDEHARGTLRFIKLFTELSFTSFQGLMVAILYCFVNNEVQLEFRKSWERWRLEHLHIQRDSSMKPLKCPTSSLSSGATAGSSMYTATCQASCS
SW480 rerep – inducers of DNA re-replication in SW480 colon cancer cells; SW480 DNA re-replication, Hoechst DNA content imaging, 48 h; Potency, µM (titrated, usually from 46.1 µM), inactives show top-dose re-replication activation, most hits filed as activators; 1.8% of 340,000 active; further: potency means the concentration at half of the fitted maximal effect; % of control where 0% means no effect; nearly all actives have a fitted effect of over 55% in size
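First, 250 cells per well were seeded. Next, compound or vehicle (23 nL) was pinned in, plates sat 48 hr at 37 C. Finally Hoechst was added for 40 min before fluorescence scanning.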
HT1080NT lethal – kills 2HG-producing HT-1080-NT fibrosarcoma cells | HT-1080-NT fibrosarcoma viability, CellTiter-Glo ATP luminescence, 48 h | Potency, µM (top dose mostly 46.1 µM), inactives show at the top dose activity, negative = less viability, most hits filed as cytotoxic | 1.6% of 360,000 active;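 further: NT is the 2HG producing partner of a matched IDH1 knockdown line; potency means the concentration at half of the fitted maximal effect; 0% = DMSO-treated cells and -100% = media-only wells without cells; nearly all actives have a fitted effect of over 55% in size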
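Toxicity toward the 2HG-producing NT line was scored as %Activity, normalised to DMSO and no-cell wells, from CellTiter-Glo luminescence after 48 hours' treatment.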
IL1B secr inh – blocks inflammasome-driven IL-1 beta release. THP-1 LPS/ATP IL-1B secretion, AlphaLISA, 16 h; stronger effect = lower value. activity change, % at 57.5 µM. 4.7% of 360,000 active. AID 743279; in the data active means activity change below about -50%; inconclusive means mostly about -30% to -49%; further: on the % scale 0 is the no-effect control and ±100 the full control effect
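THP-1 cells pretreated 1 hr with compounds (up to 57.5 uM final), then stimulated with LPS (250 ng/mL final) plus ATP (1.25 mM final); secreted IL-1B measured by AlphaLISA after 16 hr, decreased signal indicating inhibition.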
D3 ag – agonists of human D3 dopamine receptor | D3R DiscoveRx beta-arrestin cells, luminescence, 90 min | max activation, % | 0.58% of 410,000 active; in the data active means max activation above about 30%; further: 0% is about no effect; mostly tested at two doses, the higher about 12 µM
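Agonist-mode cell screen: cells plated at 1500/well and incubated overnight at 37 °C, then exposed to library compounds for 90 min at 37 °C. Detection reagent was added for 30–60 min at room temperature, and luminescence was read.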
HT1080 IDH1KD tx – kills HT-1080 cells with IDH1 knockdown | HT-1080 IDH1 knockdown viability, ATP luminescence, 48 h | Potency, µM (highest dose often 46.1 µM), for the others: top-dose activity, negative = toxicity, hits mostly cytotoxic | 2% of 360,000 active;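 further: potency means the concentration at half of the fitted maximal effect; 0% = DMSO wells and -100% = cell-free medium wells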
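HT-1080-IDH1KD cells (IDH1 knocked down), 750/well in RPMI with 5% FBS, treated with compound 48 h at 37 degrees C. Viability by CellTiter-Glo luminescence, normalised to DMSO and no-cell wells; concentration-response curves classed.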
The depositor's hits bear a star; ? = inconclusive; . = no result given; [ ] = dose if it differs, or a comment. Unless noted, the call rests on the fitted dose curve; in most records, active means well fitted curve in the direction sought with a large enough effect; inconclusive means small, poorly fitted or top-dose-only effect, or another doubt; inactive means no such curve, though single readings can be large; an effect the other way counts as inactive or inconclusive.

SMILES	KB-V1 cytotox	DRD3 antagonist	KB-3-1 tox	GLP-1R agonist	SW480 rerep	HT1080NT lethal	IL1B secr inh	D3 ag	HT1080 IDH1KD tx
Oc1ccc2[nH]cnc2c1CN1CCCCC1	3%	-2	16%	-4%	-8%	9%	-1	1	7%
O=[N+]([O-])c1cc(/C=N/n2c(-c3cccnc3)n[nH]c2=S)ccc1Cl	-1%	-14	-10%	-13%	-2%	-14%	-3	1	-15%
Cc1ccc(S(=O)(=O)NCc2ccccc2)cc1C(=O)N1CCCCCCC1	9.2µM*	6	-4%	7%	?	3%	0	-3	-6%
Cc1ccc(C(=O)N(C)Cc2ccc(N3CCOCC3)cc2)cc1S(=O)(=O)NCc1ccccc1	?	-10	-1%	11%	-23%	-11%	-20	3	-4%
CC1CCN(S(=O)(=O)c2ccc(N=NC3=C(O)CC(C)(C)CC3=O)cc2)CC1	-6%	-1	-13%	-4%	?	18%	10	-10	20%
O=C(c1ccc([N+](=O)[O-])cc1)N1CCOCC1	-11%	-8	-8%	7%	-6%	-1%	-16	2	0%
Cc1ccc(SCC(=O)OCC(=O)Nc2ccc3[nH]c(=O)[nH]c3c2)cc1C	?	1	-2%	4%	?	6%	-8	-5	8%
COC(=O)CCN(C(=O)c1cccc(OC(C)=O)c1)c1ccccn1	8%	14	8%	-9%	0%	2%	-5	3	1%
CCOc1ccc(OCC)c(NC(=O)CN(C)S(=O)(=O)c2ccc3nc(C)sc3c2)c1	?	0	-2%	14%	-1%	7%	-50*	-2	3%
O=C(Nc1cccc([N+](=O)[O-])c1)C(=O)N1CCCCC1	-5%	0	1%	-5%	0%	-10%	-18	-3	-8%
Cc1nn2c3c(cnc2c1-c1ccccc1)C(=O)CC(c1ccccc1)C3 (centres undefined)	-12%	17	8%	-13%	-8%	14%	-2	0	24%
O=C(Nc1cccc(C(F)(F)F)c1)c1ccccc1NC(=O)C1CCCCC1	-2%	1	29%	5%	-3%	-1%	-6	-2	-1%
NNC(=O)CNc1ccccc1Cl	-6%	0	-7%	-1%	2%	0%	9	-4	9%
O=C(O)c1ccc(Nc2cccc(F)c2)c([N+](=O)[O-])c1	?	0	-2%	2%	-2%	5%	14	-4	2%
O=C(CN(Cc1ccc(Cl)cc1)C(=O)CNS(=O)(=O)c1ccc(F)cc1)NCC1CCCO1 (centres undefined)	0%	6	5%	6%	-4%	0%	-16	6	3%
CCOc1c(C(N)=O)cc([N+](=O)[O-])cc1[N+](=O)[O-]	-1%	-10	-11%	0%	-7%	3%	11	4	12%
CCCC(=O)N1CCN(c2ccc(NC(=O)c3cccs3)cc2)CC1	?	8	-2%	0%	3%	0%	-14	5	1%
O=S(=O)(O)c1cc2onnc2c2ccccc12	-4%	-27	18%	-1%	-4%	0%	0	-15	-1%
Clc1ccc(-c2cn3c(n2)-c2ccccc2C3)cc1Cl	15µM*	11	-23%	-9%	-2%	-8%	12	1	-14%
COc1ccc(C2=NN(C(=O)CCCC(=O)O)C(c3cccs3)C2)cc1OC (centres undefined)	10%	6	-6%	15%	?	-1%	0	10	-2%
CCOc1ccccc1NC(=O)Nc1ccccn1	?	-7	0%	14%	-1%	2%	-17	6	-1%
CCOC(=O)CN=C(NS(=O)(=O)c1ccc(Cl)cc1)c1ccccc1	-5%	-6	1%	5%	-8%	7%	-1	1	6%
CCN(Cc1ccncc1)C(=O)c1cccc(S(=O)(=O)N2CCCCC2)c1	-10%	-6	-3%	8%	7%	5%	6	-2	1%
Cc1c(C(=O)NCc2cccs2)oc2ccccc12	-22%	-19	2%	?	0%	-19%	-10	-10	?
COC(=O)c1noc(-c2ccc(OC)cc2)n1	?	0	9%	-1%	-11%	15%	-12	-4	10%
CCOc1ccc(S(=O)(=O)Nc2ccc(C(=O)NCC(c3ccc(OC)cc3)N3CCOCC3)cc2)cc1 (centres undefined)	0%	-1	16%	8%	-19%	-2%	-8	-8	0%
C[C@H](CO)N1C[C@H](C)[C@H](CN(C)S(C)(=O)=O)OCc2ccccc2-c2c(n(C)c3ccccc23)C1=O	?	-7	0%	-5%	.	6%	5	5	0%
CN(C)CCCN1c2ccc([N+](=O)[O-])cc2CCc2cc([N+](=O)[O-])ccc21	0%	.	-18%	1%	-2%	.	.	.	.
Nc1nc2ccc(O)cc2s1	3%	-1	3%	1%	-11%	6%	-24	1	10%
CCC(=O)NCCCCCCCCCNC(=O)CC	19%	12	3%	-16%	-28%	9%	15	-1	17%
CCc1nc2ccc(C(=O)NCCc3ccccn3)cn2c1N(CC)CCOC	3%	-22	0%	0%	.	14%	-14	7	20%
Nc1nc(Cl)cc(Sc2ccc3ccccc3c2)n1	?	8	?	12%	?	?	-5	0	16µM*
O=[N+]([O-])c1cccc(Oc2ncccc2[N+](=O)[O-])c1	?	-12	11%	2%	-5%	-6%	-4	1	-1%
O=C(NCc1cccnc1)C(=O)NCC(c1ccco1)N1CCOCC1 (centres undefined)	6%	1	-4%	3%	13%	18%	0	-2	11%
COc1cc(F)cc(C2=CC(=O)C[C@H](c3ccc(F)cc3)C2)c1	-30%	-79*	1%	7%	2%[9.22 µM]	-10%	?	-16	?
O=C1CCC([N+](=O)[O-])C(c2cccc(Cl)c2Cl)N1 (centres undefined)	27%	-23	-1%	-3%	-4%	-2%	16	-3	8%
CN(Cc1nc2ccccc2[nH]1)Cc1nc(CC2CC2)no1	?	17	-3%	5%	-27%	0%	0	1	10%
O=C(CNC(=S)NC(=O)c1cccs1)c1ccccc1	3%	12	1%	8%	?	14%	-13	-2	10%
COC(=O)c1c(NC(=O)c2ccc(S(=O)(=O)N3CCOCC3)cc2)sc2c1CCN(C(C)C)C2	?	-2	-9%	10%	30%	-3%	?	7	-24%
Cn1c(CCN2CCCCC2)nc2cc(NC(=O)NC3CCCCC3)ccc21	-3%	-9	-7%	-3%	-2%	-1%	-23	-13	-1%
COc1ccc(C(=O)Nc2cc3c4c(c2)C(C)C(=O)N4CCC3)cc1 (centres undefined)	?	19	-21%	7%	-8%	0%	-10	-9	1%

15 neighbouring compounds out of the list so far, quoted:
SMILES	KB-V1 cytotox	DRD3 antagonist	KB-3-1 tox	GLP-1R agonist	SW480 rerep	HT1080NT lethal	IL1B secr inh	D3 ag	HT1080 IDH1KD tx
CCOc1ccccc1NC(=O)Nc1ccccn1	?	-7	0%	14%	-1%	2%	-17	6	-1%
CCOC(=O)CN=C(NS(=O)(=O)c1ccc(Cl)cc1)c1ccccc1	-5%	-6	1%	5%	-8%	7%	-1	1	6%
CCN(Cc1ccncc1)C(=O)c1cccc(S(=O)(=O)N2CCCCC2)c1	-10%	-6	-3%	8%	7%	5%	6	-2	1%
Cc1c(C(=O)NCc2cccs2)oc2ccccc12	-22%	-19	2%	?	0%	-19%	-10	-10	?
COC(=O)c1noc(-c2ccc(OC)cc2)n1	?	0	9%	-1%	-11%	15%	-12	-4	10%
CCOc1ccc(S(=O)(=O)Nc2ccc(C(=O)NCC(c3ccc(OC)cc3)N3CCOCC3)cc2)cc1 (centres undefined)	0%	-1	16%	8%	-19%	-2%	-8	-8	0%
C[C@H](CO)N1C[C@H](C)[C@H](CN(C)S(C)(=O)=O)OCc2ccccc2-c2c(n(C)c3ccccc23)C1=O	?	-7	0%	-5%	.	6%	5	5	0%
CN(C)CCCN1c2ccc([N+](=O)[O-])cc2CCc2cc([N+](=O)[O-])ccc21	0%	.	-18%	1%	-2%	.	.	.	.
Nc1nc2ccc(O)cc2s1	3%	-1	3%	1%	-11%	6%	-24	1	10%
CCC(=O)NCCCCCCCCCNC(=O)CC	19%	12	3%	-16%	-28%	9%	15	-1	17%
CCc1nc2ccc(C(=O)NCCc3ccccn3)cn2c1N(CC)CCOC	3%	-22	0%	0%	.	14%	-14	7	20%
Nc1nc(Cl)cc(Sc2ccc3ccccc3c2)n1	?	8	?	12%	?	?	-5	0	16µM*
O=[N+]([O-])c1cccc(Oc2ncccc2[N+](=O)[O-])c1	?	-12	11%	2%	-5%	-6%	-4	1	-1%
O=C(NCc1cccnc1)C(=O)NCC(c1ccco1)N1CCOCC1 (centres undefined)	6%	1	-4%	3%	13%	18%	0	-2	11%
COc1cc(F)cc(C2=CC(=O)C[C@H](c3ccc(F)cc3)C2)c1	-30%	-79*	1%	7%	2%[9.22 µM]	-10%	?	-16	?

Rows were taken by chance; any-hit rate near 12%.
